Source: PubChem BioAssay
HSF-1 act = increases HSF-1 driven luciferase reporter signal | NIH3T3-HGL HSF-1 luciferase reporter, MG132, 8 h; 100% = twice DMSO control signal | activation, % at 9 µM | 1.7% of 300,000 active;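 active = mean replicate activation of at least 50% with a set share of replicates each reaching 50%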;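 also: 0% = median of the neutral control wells and 100% = twice that signal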
HSP90 inh = HSP90 refolding inhibition in rabbit reticulocyte lysate; 0.91% of 290,000 active; inhibition, % at 5.6 µM; luciferase refolding luminescence, 3 h; AID 1789;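 active = inhibition above the screen-wide mean plus 3 SD, computed separately per campaign, cut at about 16% in these data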;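 also: 0% = DMSO wells and 100% = 60 µM geldanamycin wells; inhibitors lower the luminescence because luciferase stays unfolded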
HSF1 inhib = HSF1 inhibition | NIH3T3-HGL HSE-luciferase, MG132-induced, luminescence 8 h; hits give low values | activity change, negative = inhibition, % at 7.5 µM (by protocol) | 0.77% of 300,000 active;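 active = more than half of replicate wells show activity change below -50%, luminescence cut by over half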;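 also: luciferase reports HSF-1 transcriptional activity via heat shock element; 0% = median of DMSO wells and -100% = zero luminescence signal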
aSyn UTR inh = MLPCN primary screen, SNCA 5' untranslated region | alpha-synuclein 5'UTR reporter, inhibitor activity | inhibition, % (tested at 7.5 µM) | 0.82% of 300,000 active | AID 1813; in the data active = inhibition above about 60%;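 also: H4 neuroglioblastoma cells stably carrying SNCA 5'UTR luciferase fusion; 0% = DMSO wells and 100% = positive control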
GSK3 alpha inh = blocks human GSK-3 alpha kinase; P49840; ADP-Glo luminescence, 60 min; inhibition, % at 10 µM; 0.1% of 320,000 active; AID 2650;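 in the data active = inhibition above about 50%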;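 also: GST-tagged GSK-3 alpha with peptide substrate and 25 µM ATP; 0% = DMSO neutral wells and 100% = GW8510 positive control wells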
Target sequence (P49840 whole entry, looked up): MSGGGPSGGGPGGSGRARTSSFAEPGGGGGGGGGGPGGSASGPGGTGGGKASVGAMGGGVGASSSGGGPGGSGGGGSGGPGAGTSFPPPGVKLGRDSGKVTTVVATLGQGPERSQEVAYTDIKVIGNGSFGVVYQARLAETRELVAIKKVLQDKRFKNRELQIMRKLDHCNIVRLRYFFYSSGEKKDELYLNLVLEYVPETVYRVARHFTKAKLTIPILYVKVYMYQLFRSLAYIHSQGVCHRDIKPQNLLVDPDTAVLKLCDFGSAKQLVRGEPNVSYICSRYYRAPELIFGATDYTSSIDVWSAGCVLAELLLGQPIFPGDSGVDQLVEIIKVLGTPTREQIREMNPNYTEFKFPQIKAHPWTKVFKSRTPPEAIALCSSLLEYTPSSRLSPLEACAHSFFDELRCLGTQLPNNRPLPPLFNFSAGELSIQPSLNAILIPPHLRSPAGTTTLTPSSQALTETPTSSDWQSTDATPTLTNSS
IEC-6 cytotox = IEC-6 cytotoxicity, counter-screen for KLF5 inhibitors; 0.78% of 290,000 active; inhibition, % at 5 µM; luminescence viability; in the data active = inhibition above about 22%;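 also: 0% = plate median of test compound wells and 100% = cytotoxic reference compound wells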
HIF activator = HIF pathway transcriptional activation; U2OS HRE-luciferase reporter, luminescence; normalized: DMSO 0%, desferrioxamine 100%; activation, % at 7.5 µM (by protocol); 0.32% of 300,000 active;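 active = mean activation of at least 10% of the iron chelator positive control signal, with at least half of replicates also reaching 10%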
KLF5 inhibitor = suppresses KLF5 promoter-driven expression. inhibition, % at 5 µM. AID 1700. 0.23% of 290,000 active. DLD-1 KLF5 promoter-luciferase reporter, luminescence;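 active = inhibition above a per-plate limit of that plate's mean compound inhibition plus 3 SD, cut at about 60% in these data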;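 also: 0% = DMSO wells and 100% = LY294002 at 200 µM; higher means less KLF5 promoter-driven luciferase light; inactives centre near -14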
AI-2 QS mod = Vibrio harveyi AI-2 quorum sensing modulation; Vibrio harveyi JMH597 AI-2 luminescence/OD600 ratio, 9 h; hits give low values; strain lacks LuxN and CqsS sensors; 0 = neutral-control median; activity change, % at 7.5 µM; 0.4% of 300,000 active; AID 2094; in the data active = activity change below about -75%, passing the limit was not always enough;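 also: luminescence divided by OD600 gain over 9 h not by final OD600 alone; inactives centre near 13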
GSK3beta inhib = human GSK3beta kinase inhibition; GST-GSK3beta kinase, ADP-Glo luminescence, 60 min; hits give low values; activity score (negative = inhibition), % at 10 µM; 0.038% of 300,000 active;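 active = more than half of replicate wells score below -50%, meaning over 50% inhibition versus plate controls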;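 also: 0% = median DMSO wells and -100% = median GW8510 positive control wells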
Target sequence (P49841 whole entry, looked up): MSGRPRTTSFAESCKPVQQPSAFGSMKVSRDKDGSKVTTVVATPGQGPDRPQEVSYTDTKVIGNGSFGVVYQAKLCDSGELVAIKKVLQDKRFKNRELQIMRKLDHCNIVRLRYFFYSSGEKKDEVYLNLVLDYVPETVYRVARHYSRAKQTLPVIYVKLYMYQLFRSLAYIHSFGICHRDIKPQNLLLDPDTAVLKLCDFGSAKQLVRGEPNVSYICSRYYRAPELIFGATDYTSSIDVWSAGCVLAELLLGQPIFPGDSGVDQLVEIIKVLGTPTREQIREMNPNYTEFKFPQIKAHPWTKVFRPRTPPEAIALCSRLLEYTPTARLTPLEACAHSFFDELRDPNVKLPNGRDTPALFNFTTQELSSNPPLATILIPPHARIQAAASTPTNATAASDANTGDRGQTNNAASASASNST
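Assay system: GST-tagged human GSK3beta kinase, cell-free; Input: 1.6 ng GSK3beta; Medium: Tris/MgCl2 kinase buffer; Timing: 60 min enzyme reaction, room temperature; Signal: ADP-Glo luminescence quantifying ADP generated by kinase; Evaluation: score relative to plate controls; Benchmarks: DMSO neutral wells and GW8510 at 20 µM as positive.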
* marks the source's active call; other numbers are inactive results; · = not tested or not shown; & = joins results of further samples.

Below each compound – KLF5 inhibitor	GSK3beta inhib	IEC-6 cytotox	HSF-1 act	HSP90 inh	aSyn UTR inh	HIF activator	HSF1 inhib	AI-2 QS mod	GSK3 alpha inh
Cc1ccc(C(=O)NCC(=O)OCC(=O)NCCc2ccccc2)s1
  4	-3	3	5	0	-15	-1.0	-8	5	1
Cc1nc(N2CCN(C)CC2)c2sc(=S)n(-c3ccccc3)c2n1
  -23	-2	-1	13	-1	-31	0.5	7	15	1
CCOC(=O)c1cccc(Nc2ncnc3ccc(C)cc23)c1
  -34	1	12	30	3	-17	0.2	0	11	1
CCOc1ccc(/C=N/NC(=O)c2cc(-c3ccccc3)nc3ccccc23)cc1O
  -31	0	3	-3	0	9	-3.4	-7	16	1
CC(Oc1ccc(F)cc1)C(=O)/C=C\N(C)C (stereo unspecified)
  -1	-1	-4	-7	-2	12	-0.4	2	22	-1
CCCc1nc2sc3c(c2c(=O)n1NC(=O)CCC(=O)OC)CCCC3
  -12	-3	-1	-4	2	16	-0.1	3	24	-2
COc1ccc(C(=O)NNC(=O)C(=O)NC2CCCCC2)cc1
  10	2	-1	0	19*	29	-0.1	7	14	0
O=C(COc1cccc(C(F)(F)F)c1)NCC(c1ccco1)N1CCCCC1 (stereo unspecified)
  ·	-2	·	9	·	4	-0.2	-2	8	-3
C=CCc1c(NCCO)nc(C)[nH]c1=O
  -4	-6	-6	-7	-5	13	-0.1	-8	-4	-2
COc1cc(C2C(C#N)=C(C)NC(C)=C2C#N)cc(OC)c1OC
  -5	-2	1	0	-2	-1	-0.6	-2	2	-3
COc1nnc(-c2ccc(N3CCOCC3)c(NC(=O)C3CCCCC3)c2)c2ccccc12
  -5	-1	-1	-3	2	18	-1.8	12	14	-3
CCOc1ccc(Cn2c(C)nc([N+](=O)[O-])c2SCC(O)CCl)cc1[N+](=O)[O-] (stereo unspecified)
  -10	1	2	-11	11	22	-0.2	4	5	-5
CCOC(=O)c1c(NC(=O)CSc2nnc(C)c(=O)[nH]2)sc2c1CCCC2
  -50	2	-3	16	2	-1	-0.7	-5	8	-3
Cc1ccc(NC(=O)Cn2nnc3ccccc32)cc1
  -103	4	5	38	0	-176	2.7	13	-11	-1
CN(C)CCCN(Cc1cc2cc3c(cc2[nH]c1=O)OCO3)C(=S)Nc1ccccc1
  3	-3	1	13	3	-51	0.5	5	2	-1
Cc1cc(C)cc(C(=O)NC(=S)Nc2ccc3c(c2)OCCO3)c1
  -37	4	-3	122*	2	-219	3.3	71	-15	0
Cc1ccccc1-c1nc(CS(=O)(=O)CC(=O)NCCCN2CCN(C)CC2)c(C)o1
  -9	-2	-5	-7	6	-20	-0.3	3	-6	-1
CCOCCn1c(CN2CCN(C(c3ccccc3)c3ccccc3)CC2)nc2c1c(=O)n(C)c(=O)n2C
  -17	1	5	21	6	-5	-0.2	1	2	1
CCN(CC)S(=O)(=O)c1ccc(OC)c(NC(=O)COc2ccccc2[N+](=O)[O-])c1
  1	3	4	-6	0	-21	0.4	-9	31	1
CC[C@@H]1CC=C[C@H]2[C@H]1C(=O)N(Cc1ccccc1)[C@H]2c1ccc2ccccc2c1
  ·	0	·	0	·	7	-3.8	3	1	·
CCOC(=O)c1sc2ncnc(N3CCN(C)CC3)c2c1C
  -2	4	0	-5	1	-4	0.0	-2	22	3
Cc1cc(-c2nnc3n2N=C(C(C)(C)C)CS3)n[nH]1
  14	·	8	·	4	·	·	·	·	9
COc1ccc(S(=O)(=O)N2CCN(CCc3ccccc3)CC2)c(OC)c1
  -22	-2	-4	10	-4	8	-8.4	4	17	0
CCOC(=O)c1ccccc1NC(=O)COC(=O)c1cc([N+](=O)[O-])ccc1N1CCOCC1
  ·	-4	·	25	·	5	0.0	19	-1	3
Cc1ccsc1/C=c1\sc2ncnn2c1=O
  -4	0	-2	-10	-3	-5	-0.2	-9	20	0
CCn1c(C)nc2cc(C(=O)NNC(=S)NC(=O)c3ccc(OC)cc3)ccc21
  -3	-2	5	-12	1	-37	1.5	-20	-85*	1
Cn1nnnc1SCC(=O)Nc1nc(-c2ccccc2)c(-c2ccccc2)o1
  -61	-1	0	-1	4	-18	-0.3	-2	22	-7
O=[N+]([O-])c1ccc(-c2ccc(/C=N/c3c(-c4ccco4)nc4ccccn34)o2)c(Cl)c1
  1	-1	0	22	1	-37	0.9	-3	-1	·
Cc1cc2cc(CN(Cc3nnnn3C3CCCCC3)CC3CCCO3)c(=O)[nH]c2cc1C (stereo unspecified)
  -8	0	3	16	-4	17	-0.5	-5	21	-1
COC(=O)c1cc(=O)n(CCc2ccc(OC)cc2)c(=Nc2ccc(F)c(Cl)c2)s1
  -19	-2	-4	38	-1	-28	0.1	39	25	-1

Next results follow:
Below each compound – KLF5 inhibitor	GSK3beta inhib	IEC-6 cytotox	HSF-1 act	HSP90 inh	aSyn UTR inh	HIF activator	HSF1 inhib	AI-2 QS mod	GSK3 alpha inh
O=C(O)c1ccc(NS(=O)(=O)c2ccc3c(c2)C(=O)c2ccccc2C3=O)cc1
  -53	0	-4	-8	28*	-8	-0.3	-2	-39	3
CCOC(=O)c1c(NC(=O)NC(C)(C)C)sc2c1CCN(C)C2
  -4	0	3	5	-2	16	1.0	0	27	0
CC(Nc1cccc2ccccc12)C(=O)N/N=C/c1ccccn1 (stereo unspecified)
  -11	0	0	-4	3	-3	·	1	-4	0
N#CC1(C#N)C(c2ccccc2)OC23CCCCC2C1(C#N)C(=N)O3 (stereo unspecified)
  -18	-1	2	-12	-6	-18	-0.6	-8	32	2
Cc1cc(C)cc(C(=O)OCC(=O)N2CCCC2)c1
  -24	3	4	23	-4	13	0.1	1	23	-3
Cc1cccc(-c2nc(CS(=O)CC(=O)N3CCN(C)CC3)c(C)o2)c1 (stereo unspecified)
  -2	-2	-3	-9	1	-4	0.2	-2	10	-2
O=C(CSc1nncs1)Nc1ccc(Cl)cc1C(F)(F)F
  ·	-1	·	-4	·	-4	-0.1	-1	15	-3
N#C/C(=C(/O)c1ccco1)c1nc2ccccc2s1
  -93&-141	-1&-3	11&1	20&14	8&-3	-128	5.7&1.7	12&12	19&8	1&-3
CCOC(=O)N1CCN(CCC(=O)Nc2ccc(OC(F)(F)F)cc2)CC1
  -17	·	-1	-17	0	15	-0.6	-3	·	-2
O=C(O)c1ccc(CNC(=O)c2ccccc2NC(=O)c2ccc([N+](=O)[O-])cc2)cc1
  19	3	7	3	0	-3	-0.3	1	2	11
C=CCn1c(SCC(=O)NCCC2=CCCCC2)nc2ccc(Cl)cc2c1=O
  -4	-3	1	2	-1	13	0.9	-9	-1	-1
O=c1c2[nH]c3ccccc3c2ncn1Cc1cccnc1
  -19	1	3	-5	2	-10	0.4	-3	34	·
COc1ccc(NC(=O)c2ccc(-c3ccccc3)cc2)cc1S(=O)(=O)N1CCOCC1
  7	0	-6	1	0	-25	-0.5	2	9	0
O=C(NC(=S)Nc1cccnc1)c1cccs1
  -2	-2	2	5	-1	10	1.9	10	32	3
COc1ccc(CN(CC(=O)NCCc2ccccc2)C(=O)CCC(=O)Nc2cc(C)ccn2)cc1
  -26	1	2	8	-3	0	0.0	2	2	2
CC(=O)C1=C(O)C(=O)N(c2ccc(F)cc2)C1c1ccc(C)cc1 (stereo unspecified)
  -21	-4	1	8	-2	-5	2.5	2	10	-4
O=C(Nc1cnccn1)C1c2ccccc2Oc2ccccc21
  -9	2	0	0	-1	19	-0.4	1	8	0
COc1ccc(N=C(N(C)C)P(=O)(N(C)C)N(C)C)cc1
  -22	2	2	10	2	-4	3.0	-1	23	1
CC1(C)CC(=O)C(C=NCC2CCCO2)=C(O)C1 (stereo unspecified)
  -14	·	9	·	4	·	·	·	·	-1
CCOC(=O)c1nnn(-c2nonc2N)c1-c1ccc(Br)cc1
  -42	0	6	-2	5	22	-0.2	3	16	25
O=C(CSc1nnc(-c2ccncc2)o1)NCc1ccc(Cl)cc1
  -9	0	-1	24	-8	23	-0.2	4	5	3
Cc1ccc2oc3c(c(=O)c2c1)C(c1cccs1)N(CCCN(C)C)C3=O (stereo unspecified)
  ·	1	·	-3	·	-42	0.4	1	29	1
COC(=O)c1sc(C(F)(F)F)c(-c2ccccc2)c1S(=O)(=O)N(C)C
  -53	3	-3	-2	6	-20	-0.3	6	33	-2
CN1CCN(NC(=O)c2ccccc2F)CC1
  -19	1	0	-2	-2	7	0.0	-2	30	-1
C=CCN(Cc1cc(OC)ccc1OC)C(=O)c1cc2ccc(OC)cc2[nH]1
  -13	0	13	-2	3	-13	3.7	1	28	-1
COc1ccc(N2CCN(c3n[nH]c(N)n3)CC2)cc1
  -8	-4	-3	6	-3	9	-0.2	-5	0	-2
C/C(=N\NC(=O)c1ccc(CSc2nc(C)cc(C)n2)cc1)C1CCCCC1
  4	3	3	-7	-4	-1	-0.8	-14	12	0
COc1ccc(N2CCN(C(CNC(=O)C(=O)NCCC3=CCCCC3)c3ccco3)CC2)cc1 (stereo unspecified)
  -15	-2	-2	-59	-4	-16	-0.5	-44	-13	0
CN(C)CCNc1ncnc2c1cnn2-c1ccc(Cl)cc1
  -120	-1	2	-8	5	-93	2.2	-11	29	2
O=C(NC1CCSc2ccccc21)c1ccc(F)c(S(=O)(=O)N2CCOCC2)c1 (stereo unspecified)
  -24	4	-2	11	5	5	0.1	5	16	0

Going on with the list.
Below each compound – KLF5 inhibitor	GSK3beta inhib	IEC-6 cytotox	HSF-1 act	HSP90 inh	aSyn UTR inh	HIF activator	HSF1 inhib	AI-2 QS mod	GSK3 alpha inh
CC(C)NC(=O)CCCN1C(=O)c2ccccc2Sc2ncccc21
  -24	3	2	-3	-1	3	-3.4	-4	11	-4
CC(=O)NCCC(=O)N1CCCC(CNC(=O)c2ccc(-c3ccccc3)cc2)C1 (stereo unspecified)
  7	-4	-6	4	2	-35	0.9	-1	22	·
Nc1nnn(CC(=O)N/N=C/c2cn[nH]c2-c2ccccc2)n1
  -10	6	1	-1	-1	22	0.1	1	22	0
O=S(=O)(c1ccc2nc(Nc3ccccc3)ccc2c1)N1CCCCC1
  -29	2	1	-3	-2	22	0.1	1	50	8
O=C(N1CCOCC1)N1CCN(S(=O)(=O)c2ccc(Cl)cc2)C1
  -20	-4	3	-2	5	15	0.4	-3	-8	-3
Cc1cc(C)nc(NC(=O)c2ccc3c(c2)OCO3)c1
  -44	-1	3	12	1	-94	1.2	19	14	1
Cc1ccccc1C(=O)NNC(=O)C1CCN(c2ncccn2)CC1
  -48	-3	0	-12	-3	3	-0.4	-5	9	1
FC(F)Oc1ccccc1NC(=S)NCCc1ccccc1
  ·	1	·	-3	·	-4	-0.4	-7	-12	-1
Cn1nnc2cc(C(=O)NC(C)(C)C)ccc21
  -1	-3	2	-58	-2	6	-0.3	-42	2	3
O=C(CCc1nc2ccccc2c(=O)[nH]1)NNC(=O)c1ccccc1Cl
  ·	2	·	3	·	15	0.0	10	3	0
O=C(CSc1nc(-c2ccco2)cc(C(F)(F)F)n1)N1CCCc2ccccc21
  -17	11	2	-14	3	14	-0.1	-3	20	4
NC(=O)C1CC(=O)N(c2ccc(OCc3c(Cl)cccc3Cl)cc2)C1 (stereo unspecified)
  -28	0	-3	-5	-3	-17	-0.4	-10	2	0
